Screening results: PubChem BioAssay, several laboratories
STK33 inh: inhibitors of purified STK33 kinase, primary screen, biochemical, ADP-Glo luminescence, homogeneous, cell-free. Serine/threonine-protein kinase 33 (Homo sapiens), Q9BYT3. MBP phosphorylation. inhibition, % at 10 µM. actives 0.073% (n = 320,000);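 active = inhibition at or above 25%, using the most active replicate where run in duplicate; inactive = inhibition below 25%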
KCNQ2 inh: KCNQ2 potassium channel inhibitors, primary screen, cell-based, CHO-K1, FluxOR thallium flux, B-score (AID 2156); actives 1.1% (n = 310,000); 20 min; stronger effect = lower value; B-score at 10 µM;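 active = fluorescence ratio B-score at most minus 3 library SDs, with starting brightness B-score within 2 library SDs, cut at about -5.5 in these data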
Target sequence (O88943 whole entry, looked up): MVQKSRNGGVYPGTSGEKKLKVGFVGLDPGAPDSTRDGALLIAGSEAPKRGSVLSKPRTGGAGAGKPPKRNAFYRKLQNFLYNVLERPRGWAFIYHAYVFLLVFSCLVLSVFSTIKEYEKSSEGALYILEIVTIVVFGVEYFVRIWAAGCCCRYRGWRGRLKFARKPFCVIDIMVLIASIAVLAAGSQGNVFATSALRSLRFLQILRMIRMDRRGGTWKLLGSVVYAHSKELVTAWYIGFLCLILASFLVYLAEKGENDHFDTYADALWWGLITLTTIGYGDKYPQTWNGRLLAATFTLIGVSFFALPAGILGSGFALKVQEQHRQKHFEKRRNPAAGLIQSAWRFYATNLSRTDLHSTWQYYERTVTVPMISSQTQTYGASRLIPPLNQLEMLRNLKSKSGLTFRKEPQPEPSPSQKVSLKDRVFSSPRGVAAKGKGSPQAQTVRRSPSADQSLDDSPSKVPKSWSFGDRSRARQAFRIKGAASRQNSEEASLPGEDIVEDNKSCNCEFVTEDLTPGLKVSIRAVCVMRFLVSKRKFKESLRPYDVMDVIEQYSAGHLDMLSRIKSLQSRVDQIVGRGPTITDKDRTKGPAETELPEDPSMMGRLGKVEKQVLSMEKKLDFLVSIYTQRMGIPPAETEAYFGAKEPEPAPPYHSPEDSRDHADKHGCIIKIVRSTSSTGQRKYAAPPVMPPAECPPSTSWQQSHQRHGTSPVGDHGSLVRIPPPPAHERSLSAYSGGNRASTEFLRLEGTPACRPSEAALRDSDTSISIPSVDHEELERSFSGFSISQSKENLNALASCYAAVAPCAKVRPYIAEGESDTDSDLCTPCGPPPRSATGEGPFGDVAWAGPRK
OX1R antag: antagonists of human orexin 1 receptor (OX1R); actives 1.8% (n = 330,000); inhibition, % at 6.6 µM; OX1R-expressing cells, FRET antagonist read-out; Orexin/Hypocretin receptor type 1 (Homo sapiens), O43613; in the data active = inhibition mostly above about 38%, no sharp cut-off; inactive = mostly below about 40%;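 note: 0% = agonist challenge alone and 100% = reference antagonist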
* hit, by the source's call.

Screening O=C(Cn1cnc(Cl)c1Cl)c1ccccc1 returned STK33 inh -1.6, KCNQ2 inh inactive and OX1R antag 19.
Screening CN(c1ccccc1)S(=O)(=O)c1ccc(C(=O)Nc2ncccc2O)cc1 returned STK33 inh -1.5, KCNQ2 inh inactive and OX1R antag 2.
CCOC(=O)C1=NOC(CNC(=O)c2c(-c3ccccc3Cl)noc2C)C1 (stereo not drawn) was read as STK33 inh -0.5, KCNQ2 inh inactive and OX1R antag 1.
For COc1ccc(/C=N\NC(=O)CNC(=O)C(c2ccccc2)c2ccccc2)cc1[N+](=O)[O-] the results were STK33 inh -1.0, KCNQ2 inh inactive and OX1R antag 7.
For N#Cc1cc(N)c(Nc2ccccc2)cc1C#N the results were STK33 inh -2.6, KCNQ2 inh inactive and OX1R antag 35.
Cc1ccc(-c2cc(C(=O)N3CCCCCC3)no2)cc1 was read as STK33 inh -0.6, KCNQ2 inh inactive and OX1R antag 13.
`Cc1ccc(OCCCCN2CCCCC2)cc1` gave STK33 inh -1.9 and KCNQ2 inh inactive.
CCCN1Cc2cccc(C(=O)Nc3ccc(CN4CCCC4)cc3)c2C1=O was read as STK33 inh 6.0, KCNQ2 inh inactive and OX1R antag 3.
For O=C(CCCc1ccccc1)Nc1ccc(Br)cc1F the results were STK33 inh 3.0, KCNQ2 inh inactive and OX1R antag 21.
For Cc1ccc(C2c3sc(=O)[nH]c3SC3C(=O)NC(=O)C32)cc1 (stereo not drawn) the results were STK33 inh -1.9, KCNQ2 inh inactive and OX1R antag 16.
Cc1nc2ccc(N3C(=O)CCC3=O)cc2[nH]1 was read as STK33 inh 0.1, KCNQ2 inh inactive and OX1R antag 6.
For O=C(N=Nc1c(O)[nH]c2ccc([N+](=O)[O-])cc12)c1ccccc1Cl the results were STK33 inh 0.9, KCNQ2 inh inactive and OX1R antag 4.

A draw from above in order of count of non-hydrogen atoms, falling.
CCOC(=O)C1=NOC(CNC(=O)c2c(-c3ccccc3Cl)noc2C)C1 (stereo not drawn) was read as STK33 inh -0.5, KCNQ2 inh inactive and OX1R antag 1.
For O=C(N=Nc1c(O)[nH]c2ccc([N+](=O)[O-])cc12)c1ccccc1Cl the results were STK33 inh 0.9, KCNQ2 inh inactive and OX1R antag 4.
For N#Cc1cc(N)c(Nc2ccccc2)cc1C#N the results were STK33 inh -2.6, KCNQ2 inh inactive and OX1R antag 35.

Returning to the listing, repeating the two entries before the break.
Cc1nc2ccc(N3C(=O)CCC3=O)cc2[nH]1 was read as STK33 inh 0.1, KCNQ2 inh inactive and OX1R antag 6.
For O=C(N=Nc1c(O)[nH]c2ccc([N+](=O)[O-])cc12)c1ccccc1Cl the results were STK33 inh 0.9, KCNQ2 inh inactive and OX1R antag 4.
`CCOC(=O)NC(=O)CSc1nc2ccc(OCC)cc2[nH]1` gave STK33 inh -1.7, KCNQ2 inh inactive and OX1R antag 18.
COc1cc(CC(=O)OCC(=O)NC2CCCCC2)cc(OC)c1OC was read as STK33 inh -1.0, KCNQ2 inh inactive and OX1R antag 9.
Screening COc1cccc(OC)c1/C(O)=C(\C#N)c1nc2ccccc2[nH]1 returned STK33 inh 4.1, KCNQ2 inh inactive and OX1R antag 11.
`O=[N+]([O-])c1cc(-c2n[nH]c(-c3ccccc3)n2)cc([N+](=O)[O-])c1` gave STK33 inh -0.9, KCNQ2 inh inactive and OX1R antag 2.
Screening CC(=O)C1=C(O)C(=O)N(CCC(=O)O)C1c1ccccc1[N+](=O)[O-] (stereo not drawn) returned STK33 inh -0.7, KCNQ2 inh inactive and OX1R antag 23.
`Cc1cc(C)c2c(SC(C)C)nc(N)nc2n1` gave STK33 inh 0.1, KCNQ2 inh inactive and OX1R antag 7.
CCC(C)Sc1nc2c([nH]c3ccccc32)c(=O)n1C (stereo not drawn) was read as STK33 inh -0.3, KCNQ2 inh inactive and OX1R antag 6.
Screening Cc1c(C(=O)OCC(=O)Nc2c(C)n(C)n(-c3ccccc3)c2=O)oc2ccccc12 returned STK33 inh -1.3, KCNQ2 inh inactive and OX1R antag 3.
Screening CN(CCO)S(=O)(=O)c1ccc2c(c1)C(=NN)c1cc(S(=O)(=O)N(C)CCO)ccc1-2 returned STK33 inh -0.7, KCNQ2 inh inactive and OX1R antag 5.
For COc1ccccc1-c1sc2ccccc2c1-c1ccc(O)cc1 the results were STK33 inh -0.5 and OX1R antag -13.
For Cc1cc(C)n(S(=O)(=O)/C=C/c2ccccc2)n1 the results were STK33 inh -0.4, KCNQ2 inh inactive and OX1R antag 8.
Screening O=C(Nc1ccc(F)cc1)C1CCN(S(=O)(=O)c2cccs2)CC1 returned STK33 inh -1.3, KCNQ2 inh inactive and OX1R antag 12.

The final 2 compounds of the section before come first, to join the parts:
For Cc1cc(C)n(S(=O)(=O)/C=C/c2ccccc2)n1 the results were STK33 inh -0.4, KCNQ2 inh inactive and OX1R antag 8.
Screening O=C(Nc1ccc(F)cc1)C1CCN(S(=O)(=O)c2cccs2)CC1 returned STK33 inh -1.3, KCNQ2 inh inactive and OX1R antag 12.
Screening COC(=O)c1sc(N2C(=O)C(O)=C(C(=O)c3ccc(C)o3)C2c2cc(OC)ccc2OC)nc1C (stereo not drawn) returned STK33 inh 0.3, KCNQ2 inh inactive and OX1R antag 14.
Screening CC(C)CC(=O)O/N=C1\C(=O)N(Cc2ccc(Cl)cc2)c2ccc([N+](=O)[O-])cc21 returned STK33 inh 0.3, KCNQ2 inh inactive and OX1R antag 15.
Screening COc1cc(OC)cc(C(=O)NCCCn2ccnc2)c1 returned STK33 inh 0.3, KCNQ2 inh inactive and OX1R antag 3.
NC(=O)CC(NC(=O)c1ccccc1)c1ccc(N2CCN(c3ccccc3)CC2)c([N+](=O)[O-])c1 (stereo not drawn) was read as STK33 inh -0.4, KCNQ2 inh inactive and OX1R antag 23.
Screening CN1CCN(S(=O)(=O)c2cccc(C(=O)N(c3ccccn3)C3CCCCC3)c2)CC1 returned STK33 inh 0.3, KCNQ2 inh inactive and OX1R antag 13.
For C/C(CC(=O)NCc1ccco1)=N\NC(=O)Cc1ccccc1 the results were STK33 inh -0.7, KCNQ2 inh inactive and OX1R antag 27.
Screening COC(=O)c1ccc(C(C2C(=O)CC(C)(C)CC2=O)C2C(=O)CC(C)(C)CC2=O)cc1 returned STK33 inh -1.2, KCNQ2 inh inactive and OX1R antag 13.
For C=CCN(CC(=O)c1sc(C(=O)OCC)nc1C)c1cccc(Br)c1 the results were STK33 inh -2.3, KCNQ2 inh inactive and OX1R antag 31.
For Cc1noc(C)c1CSCC(=O)N1CCN(c2ccc(F)cc2)CC1 the results were STK33 inh -1.7, KCNQ2 inh inactive and OX1R antag 18.
`O=C(NC1=NCCS1)c1sc2ccccc2c1Cl` gave STK33 inh 3.5, KCNQ2 inh inactive and OX1R antag 15.
Screening O=C(NCCCN1CCc2ccccc2C1)Nc1ccc(Br)cc1 returned STK33 inh 0.9, KCNQ2 inh inactive and OX1R antag 26.
`Cc1ccc(C)c2[nH]c(=O)c(CN(CCN3CCCC3)C(=O)Nc3ccc(F)cc3)cc12` gave STK33 inh -0.7, KCNQ2 inh inactive and OX1R antag 28.
Cc1ccc(S(=O)(=O)c2nnn3c2nc(NCCCN2CCCC2=O)c2ccccc23)cc1C was read as STK33 inh -1.0, KCNQ2 inh inactive and OX1R antag 4.
`C1CCC(c2nn3c(-c4n[nH]c5c4CCC5)nnc3s2)CC1` gave KCNQ2 inh inactive and OX1R antag 14.
`CCN(CC)C(=O)c1sc(N)c(C(=O)OC(C)C)c1C` gave STK33 inh 3.5, KCNQ2 inh inactive and OX1R antag 2.
COc1ccc(NC2=NC(=S)N(c3ccc(C)cc3)C23CCCCC3)cc1 was read as STK33 inh -0.6, KCNQ2 inh inactive and OX1R antag 10.
`CCCNC(=O)c1ccc(N2CCC3(CC2)CC(c2cccc(Br)c2)=NO3)c([N+](=O)[O-])c1` gave STK33 inh -0.6, KCNQ2 inh inactive and OX1R antag 40.
For COc1ccc(OC(=O)Nc2ccccc2)cc1 the results were STK33 inh -0.4, KCNQ2 inh inactive and OX1R antag 0.
`COc1ccc(C(=O)Nc2nnc(S(=O)(=O)N3CCC(C)CC3)s2)cc1OC` gave STK33 inh 0.2, KCNQ2 inh inactive and OX1R antag 4.
`CC(C)Oc1ccc(C(=O)N2CCCC2C(=O)O)cc1` (stereo not drawn) gave STK33 inh 0.5, KCNQ2 inh inactive and OX1R antag 21.
`CCOC(=O)CSc1ccc(C(=O)N2CCN(C)CC2)cc1[N+](=O)[O-]` gave STK33 inh 0.2, KCNQ2 inh inactive and OX1R antag 14.
`CCOC(=O)N1CCN(CC(=O)c2ccc(O)c(C)c2O)CC1` gave STK33 inh -0.4, KCNQ2 inh inactive and OX1R antag 5.
`CCOc1ccc(-c2[nH]ncc2-c2ccc(OC)c(OC)c2)c(O)c1` gave STK33 inh 0.2 and OX1R antag 13.
Cc1ccc(-c2nn(-c3cccc(F)c3)cc2CNCCc2ccncc2)o1 was read as STK33 inh 0.5, KCNQ2 inh inactive and OX1R antag 24.
`COCCNC(=O)c1cc2oc3ccccc3c2n1C` gave STK33 inh 1.3, KCNQ2 inh inactive and OX1R antag 14.
`CCOc1cc(-c2nc3ccccn3c2NCC2CCCO2)ccc1O` (stereo not drawn) gave STK33 inh 0.6, KCNQ2 inh -9.6* and OX1R antag 9.
COc1ccc(-n2c(SCC(=O)Nc3ccccc3)nc3c(c2=O)SCC3)cc1 was read as STK33 inh -0.4, KCNQ2 inh inactive and OX1R antag 18.
`Cc1nn(CCOc2cccc(Br)c2)c(C)c1[N+](=O)[O-]` gave STK33 inh 1.6, KCNQ2 inh inactive and OX1R antag 24.
`C[C@@H]1NS(=O)(=O)[C@H]2C[C@@H]3C=C[C@]2(O3)[C@H]1OC(=O)c1ccccc1Br` gave STK33 inh -0.3 and OX1R antag 1.
For O=C(Nc1ccccc1SCC1CSc2nc3ccccc3c(=O)n21)c1ccccc1Cl (stereo not drawn) the results were STK33 inh 0.2, KCNQ2 inh inactive and OX1R antag 31.
Screening Cc1cccc2c(C(=O)Nn3cnnc3)cc(-c3ccccc3Cl)nc12 returned STK33 inh -0.4, KCNQ2 inh inactive and OX1R antag 7.
`COc1ccc(S(=O)(=O)N2CCCOC2CNC(=O)C(=O)NCc2ccncc2)cc1` (stereo not drawn) gave STK33 inh 0.0, KCNQ2 inh inactive and OX1R antag 5.
For Cc1cc(C)nc(NS(=O)(=O)c2ccc(NC(=O)C3CC(=O)N(c4ccccc4)C3)cc2)n1 (stereo not drawn) the results were STK33 inh -2.3, KCNQ2 inh inactive and OX1R antag 11.
For CC(=O)Oc1ccc(N(C(C)=O)S(=O)(=O)c2cccs2)c2ccccc12 the results were STK33 inh -0.7, KCNQ2 inh inactive and OX1R antag 26.
For CC(=O)Nc1ccc(S(=O)(=O)C(C#N)c2nc3ccccc3nc2NCCN2CCOCC2)cc1 (stereo not drawn) the results were STK33 inh -0.5, KCNQ2 inh inactive and OX1R antag 20.
For C=C1CCC(OC(C)=O)C2(C)CCC3C(C)C(=O)OC3C12O (stereo not drawn) the results were STK33 inh -1.6, KCNQ2 inh inactive and OX1R antag 8.
`CC(=O)NC(=S)Nc1sc2c(c1C(N)=O)CCC(C)C2` (stereo not drawn) gave STK33 inh -1.0, KCNQ2 inh inactive and OX1R antag 37.
O=c1c2c3c(sc2nc(NCCO)n1Cc1ccco1)CCCCC3 was read as STK33 inh -0.4, KCNQ2 inh inactive and OX1R antag 9.
COc1ccc(NC(=O)CSc2nc3c(c(=O)n2-c2ccc(C)cc2)SCC3)c(OC)c1 was read as STK33 inh 1.4, KCNQ2 inh inactive and OX1R antag 12.
Screening O=C(NCCN1C(=O)S/C(=C\c2ccc(Cl)cc2)C1=O)c1ccc(F)c(S(=O)(=O)N2CCOCC2)c1 returned STK33 inh -1.5, KCNQ2 inh inactive and OX1R antag 17.
For CC(C)N1CCN(Cc2ccc3nsnc3c2)CC1CCO (stereo not drawn) the results were STK33 inh -0.9, KCNQ2 inh inactive and OX1R antag 27.
O=C(CN1CCC(NC(=O)C2CC2)CC1)Nc1ccccc1[N+](=O)[O-] was read as STK33 inh -1.5, KCNQ2 inh inactive and OX1R antag 30.
COc1ccc(N2CC(C(=O)Nc3ccc([N+](=O)[O-])cc3Br)CC2=O)cc1 (stereo not drawn) was read as STK33 inh -1.7, KCNQ2 inh inactive and OX1R antag 15.
Screening NS(=O)(=O)c1ccc(NC(=O)CSc2nnc(-c3cnccn3)n2-c2ccccc2)cc1 returned STK33 inh 0.1, KCNQ2 inh inactive and OX1R antag 13.
CC(=O)OC(C#CCN1CCOCC1)c1ccccc1 (stereo not drawn) was read as STK33 inh -1.3, KCNQ2 inh inactive and OX1R antag 11.
Screening COc1ccc(CNC(=O)C(C)OC(=O)c2cccn2C)cc1 (stereo not drawn) returned STK33 inh -0.2, KCNQ2 inh inactive and OX1R antag 13.
Screening CCN1CCN(CCNC(=O)CSCc2nc(-c3ccc(OC)c(OC)c3)oc2C)CC1 returned STK33 inh -2.3, KCNQ2 inh inactive and OX1R antag 11.
Cc1ccc(/C=N/N=C2/NC(=O)CS2)o1 was read as STK33 inh 0.0, KCNQ2 inh inactive and OX1R antag 21.
